# Dengue-2 NS5 capping – Dengue-2 NS5 methyltransferase inhibitors, primary screen, biochemical, confirmation dose response (AID 588689); Dengue-2 NS5 methyltransferase capping enzyme assay, biochemical; higher % means a stronger effect; one-dose inhibition, % at 25 µM; IC50 in µM for titrated hits; hit rate 0.3% among 340,000; in the data active means a potency from the dose series; inconclusive means inhibition above about 29% without an active follow-up result
# Salmonella PhoP GFP – PhoP-dependent GFP reporter repression – Salmonella Typhimurium, primary screen (AID 1863). S. Typhimurium PhoP-regulated promoter GFP reporter, 4 h; higher % means a stronger effect. inhibition, % at 50 µM, or IC50 in µM where a hit was titrated. hit rate 0.16% among 300,000;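 active means inhibition over 29.93%, a cutoff 3 SD above the screen mean, later confirmed by dose response; inconclusive means inhibition over 29.93% but no dose response follow-up; inactive means inhibition at most 29.93% or unconfirmed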;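 further: 0% = low Mg2+ inducing control and 100% = high Mg2+ repressing control; strong numbers were not always called active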
# T cell modulator – T cell immune modulation candidate | 2C CD8+ T cell-vesicle binding, flow cytometry; hits give low values | calls only at 7 µM | hit rate 0.068% among 330,000 | AID 2052;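 active means response, share of CD8 T cells binding vesicles, and their 90th percentile fluorescence all below set limits, cut at about 80% in these data, passing the limit was not always enough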
#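 Also added: QL9-peptide-loaded Drosophila micro-vesicles bearing Ld, ICAM-1 and B7-1; Test system: purified 2C TCR transgenic mouse naive CD8+ T cells; Measured by: cytometric PE anti-B7-1 and Alexa647 anti-CD8 signals after 1% paraformaldehyde fixation; Timing: binding step 1.5 h, 37 °C, antibody labelling 20 min, ice.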
# RSV CPE inhibition – RSV antiviral activity via CPE protection, HEp-2 cells, primary 10 µM value included (AID 2391); HEp-2 cells, RSV-induced CPE inhibition; higher % means a stronger effect; hit rate 0.13% among 310,000; one-dose CPE inhibition, % at 10 µM; IC50 in µM for titrated hits; in the data active means a potency from the dose series; inconclusive means CPE inhibition mostly from about 23% at the one dose, without a potency; inactive means the rest, 99 in 100 with CPE inhibition below about 21%; further: strong numbers were not always called active
# West Nile virus CPE – inhibition of WNV-induced cytopathic effect – cell-based, CPE readout (AID 1621); West Nile virus-infected cells, CPE inhibition; higher % means a stronger effect; CPE inhibition, % at 10 µM; hits with a dose series show IC50 in µM; hit rate 0.02% among 290,000; in the data active means a potency from the dose series; inconclusive means CPE inhibition mostly from about 3.7% at the one dose, without a potency; inactive means the rest, 99 in 100 with CPE inhibition below about 2.2%; further: strong numbers were not always called active
# K1F lysis inhibition – inhibition of K1F phage lysis, E. coli UTI89, bacterial capsule biogenesis inhibitors, alamar blue (AID 488966); E. coli UTI89 K1F phage lysis, alamar blue, 2 h; higher % means a stronger effect; inhibition, % at 100 µM; hits with a dose series show IC50 in µM; hit rate 0.02% among 340,000;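 active means phage lysis inhibition, versus mean bacterial control, above a set limit; inconclusive means no clear call, values can overlap the other calls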;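 further: capsule biogenesis inhibitors block K1F phage lysis so surviving cells raise fluorescence; higher fluorescence means more inhibition of phage lysis; actives were called in the ten point dose series up to 300 µM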
# Large T inhibition – SV40 large T antigen inhibitors, biochemical (AID 1903) | SV40 large T antigen ATPase/helicase inhibition assay; higher % means a stronger effect | inhibition, % at 20 µM, or IC50 in µM where a hit was titrated | hit rate 0.39% among 310,000; in the data active means a potency from the dose series; inconclusive means inhibition mostly from about 32% at the one dose, without a potency; inactive means the rest, 99 in 100 with inhibition below about 32%; further: strong numbers were not always called active
# MgcRacGAP inhibition – MgcRacGAP GTPase-activating activity inhibitors, confirmation, biochemical, ADP Hunter fluorescence; MgcRacGAP-stimulated Rac1 GTP hydrolysis, ADP Hunter fluorescence; higher % means a stronger effect; GST-tagged Rac1 F28L mutant substrate; inhibition, % at 30 µM, or IC50 in µM where a hit was titrated; hit rate 0.6% among 340,000;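 active means first-screen hits whose inhibition reached a set limit at any dose in the follow-up dose series; inconclusive means inhibition above the set first-screen limit but never retested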;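 further: fluorescence reports GDP produced by GAP-driven GTP hydrolysis; strong numbers were not always called active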
# NTR1 ag – NTR1-driven beta-arrestin-GFP spot formation – imaging, U2OS cells, high content, primary screen (AID 493036); P30989; agonist mode; activation, % at 20 µM; hit rate 0.17% among 330,000;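 active means activation at or above 40% of the spot to cytoplasm intensity ratio, with at least 20 cells analyzed; inconclusive means wells under 20 cells, flagged as cytotoxic or low count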;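 further: 0% = DMSO without peptide and 100% = 100 nM NTR1 peptide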
# Target sequence (P30989 whole entry, looked up): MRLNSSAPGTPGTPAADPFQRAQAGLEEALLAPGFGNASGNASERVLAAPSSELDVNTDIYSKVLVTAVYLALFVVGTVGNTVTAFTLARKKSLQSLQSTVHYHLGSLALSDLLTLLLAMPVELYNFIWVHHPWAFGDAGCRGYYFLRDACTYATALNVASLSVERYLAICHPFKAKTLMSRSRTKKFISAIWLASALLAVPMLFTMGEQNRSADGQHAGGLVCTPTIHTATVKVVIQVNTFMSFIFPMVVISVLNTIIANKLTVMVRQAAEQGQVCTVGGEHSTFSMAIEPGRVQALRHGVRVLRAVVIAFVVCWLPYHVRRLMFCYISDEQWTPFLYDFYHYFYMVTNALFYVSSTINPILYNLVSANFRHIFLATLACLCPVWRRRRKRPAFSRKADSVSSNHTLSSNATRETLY
# T cell modulator vesicle-bound % – second read-out of T cell modulator, no call of its own (marks repeat the call); double positive events, %; measured here: CD8+ vesicle-bound cell fraction;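 binding gate set so that unloaded-vesicle control wells show 10% double positive cells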
# NTR1 ag cell count 20 µM – second read-out of NTR1 ag, no call of its own (marks repeat the call); cell count; measured here: cell count, cytotoxicity flag
# Dengue-2 NS5 capping pilot replicate – also measured in Dengue-2 NS5 capping; calls as there; inhibition, %; measured here: pilot screen replicate inhibition
# * = called active by the depositor; i = inactive; ? = inconclusive; . = no result given; & = joins results of further samples; [ ] = dose if it differs, or a comment.
SMILES,Dengue-2 NS5 capping,Salmonella PhoP GFP,T cell modulator,T cell modulator vesicle-bound %,RSV CPE inhibition,West Nile virus CPE,K1F lysis inhibition,Large T inhibition,MgcRacGAP inhibition,NTR1 ag,NTR1 ag cell count 20 µM,others
C[C@H]1COC(=O)[C@@H](Cc2ccc(F)cc2)CC/C=C\C[C@H](CC(=O)NCCO)C(=O)N1,1%,.,i,7,.,.,-0.2%,.,0%,-2.0,65,
CC(C)(O)CNC(=O)Nc1ccc(Cl)c(Cl)c1,-12%,-10%,i,18,7.2%,-0.1%,0.0%,8%,-12%,-0.2,55,
Cc1ccc(C(=O)NCCN2C3=NC[C@@H](Cc4ccccc4)N3C[C@H]2Cc2ccc(O)cc2)cc1Br,-1%,0%,.,.,-4.0%,0.4%,-0.2%,2%,4%,18,87,
CN(CCO)CC(O)Cn1cnc2c1c(=O)n(C)c(=O)n2C (stereo not given) (tested in a mixture with another compound),-4%,10%&12%,i,58,-0.1%,1.0%,2.7%,9%&7%,3%,1.4,53,
COc1cccc(CCN2CCC(CNS(=O)(=O)c3cc(-c4cc(C)no4)ccc3C)CC2)c1,-16%,-6%,i,34,6.4%,-0.4%,0.3%,20%,7%,4.5,49,
O=[N+]([O-])c1ccc(N2CCN(Cc3ccc(Br)o3)CC2)cc1,3%,7%,i,26,15%,-1.3%,0.1%,5%,26%,0.8,52,Dengue-2 NS5 capping pilot replicate=-3.0
CCN(C(=O)Cc1c(C(=O)O)[nH]c2ccccc12)c1cc(OC)ccc1OC,1%,-1%,i,52,4.6%,1.1%,3.5%,2%,3%,0.2,60,
Cc1nn(CC(=O)OCC(=O)c2ccc(OC(F)F)cc2)c(C)c1[N+](=O)[O-],-5%,.,i,27,1.2%,.,0.3%[50 µM],.,8%,-1.1,60,
O=C(/C=C/c1ccccc1O)c1ccc(Cl)cc1,-20%,8%,i,9,2.6%,-1.2%,-2.1%,6%,0%,33,22,
COc1ccc(C2=NN(C(=O)c3cccs3)C(c3ccccc3OC)C2)cc1OC (stereo not given),-1%,-6%,i,19,12%,-0.6%,0.3%,2%,5%,5.9,48,
Cc1nc2ccccc2c(=O)n1CCCn1ccnc1,-5%,10%,i,7,1.5%,-0.1%,?,-1%,3%,-3.4,85,
O=C(NC1CC1)C1=C[C@@H](C2CCCCC2)C[C@@H](OCCCCO)O1,-8%,7%,i,46,1.1%,-0.2%,2.5%,14%,5%,-2.5,78,
COc1ccccc1-n1c(SCC(=O)NC2CCCC2)nc2cccnc21,-6%,-3%,i,49,2.1%,0.6%,0.0%,-1%,3%,1.2,73,
CNC(=O)COC(=O)c1cc2c(C)nn(-c3ccc(F)cc3)c2s1,-4%,-4%,i,36,.,1.1%,4.7%,10%,9%,1.5,64,
CCCNC(=O)C(=O)NCc1ccccn1,-7%,5%,i,58,0.3%,0.6%,0.6%,9%,5%,-0.1,93,
COc1ccc(C(CC(=O)N2CCN(c3ccccc3)CC2)c2c(O)cc(OC)cc2OC)cc1 (stereo not given),-7%,-3%,.,.,1.9%,-0.5%,1.4%,0%,11%,0.0,92,
COc1ccc(/C=N/Nc2nnc(Cc3ccccc3)c(=O)[nH]2)cc1OC,-5%,6%,i,52,2.6%,-0.2%,0.1%,4%,11%,0.1,58,
O=C(Nc1ccc(F)cc1F)c1ccc2ncsc2c1,-6%,-8%,i,26,1.6%,0.0%,0.6%,15%,4%,0.4,62,
CCCC(C(=O)NNC(=O)c1cc(C)oc1C)c1ccccc1 (stereo not given),-5%,.,i,15,.,.,-2.9%,.,-1%,-0.6,62,
CC1(C)CC(=O)c2cc(C(=O)NCc3ccco3)c(=O)n(-c3ccc(Cl)cc3)c2C1,-7%,0%,i,31,5.0%,-0.1%,3.0%,2%,6%,25,88,
O=C1CN(C(=O)COC(=O)c2oc3ccccc3c2COc2ccccc2)c2ccccc2N1,-2%,14%,i,8,-1.4%,-0.2%,0.8%,26%,6%,3.1,53,
COC(=O)c1cn(CC(=O)Nc2ccc(OC)cc2)c2ccccc12,-9%,-3%,i,58,0.7%,0.4%,0.1%,8%,8%,0.0,65,
CC(C)(Cc1cc(CC(C)(C)C(=O)O)cc(C(C)(C)C)c1)C(=O)O,-6%,-13%,i,13,-1.4%,0.0%,-0.6%,0%,5%,-1.2,99,
COc1ccc(COC(=O)c2n[nH]c3ccccc23)cc1F,-3%,2%,i,36,21%,1.4%,0.0%,8%,-4%,1.7,85,
CCOC(=O)C1CCN(C(=O)CN(C)S(=O)(=O)c2ccc3c(c2)c(=O)n(C)c(=O)n3C)CC1,-17%,-5%,i,4,1.4%,0.4%,0.1%,12%,3%,-0.5,65,

# The closing two records of the section before lead into the next.
SMILES,Dengue-2 NS5 capping,Salmonella PhoP GFP,T cell modulator,T cell modulator vesicle-bound %,RSV CPE inhibition,West Nile virus CPE,K1F lysis inhibition,Large T inhibition,MgcRacGAP inhibition,NTR1 ag,NTR1 ag cell count 20 µM,others
COc1ccc(COC(=O)c2n[nH]c3ccccc23)cc1F,-3%,2%,i,36,21%,1.4%,0.0%,8%,-4%,1.7,85,
CCOC(=O)C1CCN(C(=O)CN(C)S(=O)(=O)c2ccc3c(c2)c(=O)n(C)c(=O)n3C)CC1,-17%,-5%,i,4,1.4%,0.4%,0.1%,12%,3%,-0.5,65,
CCc1ccccc1N(C(C)=O)c1nc(CN=C=S)cs1,2%,1%,i,2,0.5%,-1.0%,0.1%,20%,17%,1.3,42,
O=C(CSc1nc2ccccc2s1)NC1CCS(=O)(=O)C1 (stereo not given),-4%,-2%,i,4,-0.1%,-0.4%,-0.2%,3%,6%,-1.1,38,
O=C1CCCN1CCCNC(=S)Nc1ccc(Cl)cc1Cl,-6%,-2%,i,53,0.7%,-0.7%,0.1%,11%,7%,0.1,56,
O=P(CCO)(c1ccccc1)c1ccccc1,8%,7%,i,57,1.3%,0.3%,2.8%,3%,5%,-0.3,39,
CN1CCN(Cc2nc3cc(NC(=O)COc4ccc([N+](=O)[O-])cc4)ccc3n2C)CC1,-9%,6%,i,6,-1.1%,0.1%,0.6%,27%,12%,-0.3,62,
CCS(=O)(=O)N1CCC(C(=O)N2CCOCC2)CC1,-3%,8%,i,25,0.2%,-0.1%,0.0%,3%,12%,-0.9,42,
COc1cc(NC(=O)c2noc(C)c2[N+](=O)[O-])c(OC)cc1Cl,-9%,6%,i,24,4.8%,2.2%,0.0%,8%,-2%,0.2,57,
Cc1cc(=O)[nH]c(SCn2nnc3ccccc3c2=O)n1,-6%,11%,i,55,-0.1%,-0.3%,0.3%,-6%,9%,-0.2,52,
Cc1ccc2c(c1)N(CC(=O)N(Cc1ccccn1)Cc1ccco1)C(=O)C(C(C)C)O2 (stereo not given),-8%,1%,i,31,0.4%,0.7%,-0.2%,3%,0%,1.2,77,
COC(=O)C1C(c2ccccc2)C(C(=O)OCc2ccco2)C1c1ccccc1 (stereo not given),1%,0%,i,37,1.0%,12%,1.4%,20%,-12%,5.8,69,
Cc1ccc(N(C(=O)CNC(=O)c2ccco2)C(C(=O)NC2CCCC2)c2cccnc2)cc1 (stereo not given),0%,4%,i,52,1.2%,0.2%,0.2%,7%,2%,-1.9,49,
O=C(CN1CCC(O)(c2cccc(F)c2)CC1)NCCc1c[nH]c2ccccc12,5%,4%,i,34,-1.9%,-0.5%,0.1%,12%,11%,-1.2,40,
CCCC1(C(=O)OCC)NC(c2ccc(N(C)C)cc2)C2C(=O)N(c3ccc(OCC)cc3)C(=O)C21 (stereo not given),-11%,-12%,i,27,3.9%,0.4%,0.3%,21%,2%,-1.1,87,
CS(=O)(=O)N(Cc1ccccc1)c1ccc(C(=O)NCC2CCCO2)cc1 (stereo not given),4%,7%,i,15,-0.1%,-0.6%,-0.2%,13%,-1%,-1.1,84,
O=c1cccc(-c2ccccc2)[nH]1,-9%,0%,i,20,1.9%,1.3%,-0.1%,6%,1%,-1.7,78,
CCOC(=O)c1cc2n(c1C)-c1ccccc1C2=O,-5%,-17%,i,39,7.3%,0.0%,0.3%,27%,5%,1.6,72,
CCOc1ncccc1C(=O)OCC(=O)N1c2ccccc2CC1C (stereo not given),1%,.,i,33,2.0%,.,1.2%[50 µM],.,3%,-0.9,59,
CC(C)CC1NC(=O)N(CCCCN2C(=O)c3ccccc3C2=O)C1=O (stereo not given),3%,3%,i,35,0.0%,0.7%,-0.7%,9%,1%,-1.4,45,
CCCn1c2c(c(O)c(C(=O)Nc3ncccc3C)c1=O)CCCC2,-1%,-15%,i,32,-0.1%,-0.3%,0.3%,2%,5%,4.0,73,Dengue-2 NS5 capping pilot replicate=2.1
O=C(Nc1ccc(N2CCCC2)cc1)c1cccc(F)c1,5%,-1%,i,54,5.2%,0.4%,0.6%,10%,7%,1.3,92,Dengue-2 NS5 capping pilot replicate=-0.9
O=c1[nH]c2ccccc2n1Cc1ccc(F)cc1,1%,.,i,37,1.9%,-0.4%,-0.2%,.,5%,-0.1,58,
Cn1ncc2cc(NC(N)=S)ccc21,-4%,-12%,i,6,2.0%,1.0%,0.3%,9%,4%,-0.1,58,
CCN(CC)S(=O)(=O)c1ccc(C)c(NC(=O)COC(=O)CCC(=O)c2cccs2)c1,-1%,.,i,28,0.4%,.,-0.1%[50 µM],.,6%,0.7,55,
COc1ccc(-c2nnc(SCC(=O)Nc3c(Cl)cc(Cl)cc3C(=O)O)o2)cc1,15%,.,i,32,.,.,0.5%,.,-4%,2.4,65,
O=C(NCCCN1CCN(c2ccccc2)CC1)C1CCCN(c2ncnc3c2nc2n3CCCCC2)C1 (stereo not given),2%,6%,i,71,-0.9%,-0.9%,0.5%,11%,12%,1.2,55,
CN(C)c1cccc(C(=O)N(C)C2CCCN(Cc3ccccc3F)C2)c1 (stereo not given),16%,6%,i,28,2.1%,-1.8%,-1.5%,5%,0%,1.1,64,
N#CN(Cc1ccccc1)Cc1ccccc1,2%,-6%,i,31,0.0%,-0.1%,0.5%,11%,9%,-1.2,60,
O=C(CN1CCN(c2ccccn2)CC1)Nc1ccc(Cl)c(C(F)(F)F)c1,1%,-5%,i,48,1.5%,-0.4%,-0.2%,13%,5%,2.4,74,
CC(C)CC(=O)Nc1ccccc1-c1nnn(CC(=O)N2CCc3ccccc3C2)n1,-4%,7%,i,58,5.9%,0.2%,0.5%,13%,2%,-0.7,101,

# Compound activity from PubChem.
